NFkB binder = binders of human NF-kappa-B p105; P19838; Small molecule microarray, anti-His fluorescence binding; calls only; 1.3% of 17,000 active; AID 624139;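 active = spot fluorescence over background significantly raised, with a chance value under 7% in all four replicate spots of the compound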;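 note: probe protein is his-tagged human p50 processed subunit at 1 µg/ml; raw spot fluorescence signals with no normalization applied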
Target sequence (P19838 1-433 limits assumed): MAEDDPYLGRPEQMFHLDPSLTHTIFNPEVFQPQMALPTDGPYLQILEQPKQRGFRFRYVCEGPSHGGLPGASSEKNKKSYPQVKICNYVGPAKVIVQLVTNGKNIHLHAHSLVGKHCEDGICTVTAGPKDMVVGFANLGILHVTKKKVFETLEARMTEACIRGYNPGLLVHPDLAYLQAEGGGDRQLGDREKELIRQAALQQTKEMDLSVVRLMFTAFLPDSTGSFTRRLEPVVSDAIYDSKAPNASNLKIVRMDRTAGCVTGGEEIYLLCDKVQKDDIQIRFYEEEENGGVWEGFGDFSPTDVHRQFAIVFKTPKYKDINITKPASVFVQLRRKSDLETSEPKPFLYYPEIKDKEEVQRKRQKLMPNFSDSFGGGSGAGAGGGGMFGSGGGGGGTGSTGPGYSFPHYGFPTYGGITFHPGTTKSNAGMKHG
Calls only; i = inactive. Only part of the results is shown; count on the stated rates, not on these rows.

Cc1ccc(S(=O)(=O)Nc2ccc3c(c2)C(=O)N([C@H](C)CO)C[C@H](C)[C@H](CN(C)CC2CCCCC2)OCCCC[C@H](C)O3)cc1
  NFkB binder: i

C[C@H](CO)N1C[C@H](C)[C@@H](CN(C)C(=O)Nc2ccc(F)cc2)Oc2ccc(N(C)C)cc2CC1=O
  NFkB binder: i

Cc1noc(C)c1S(=O)(=O)Nc1ccc2c(c1)C(=O)N([C@@H](C)CO)C[C@@H](C)[C@@H](CN(C)C(=O)NC(C)C)OCCCC[C@H](C)O2
  NFkB binder: i

C[C@@H]1CCCCO[C@H](CN(C)S(=O)(=O)c2ccc(Cl)cc2)[C@@H](C)CN([C@H](C)CO)C(=O)c2cc(NS(=O)(=O)c3ccc(Cl)cc3)ccc2O1
  NFkB binder: i

Cc1noc(C)c1NC(=O)Nc1cccc2c1O[C@@H](CN(C)C)[C@H](C)CN([C@H](C)CO)C2=O
  NFkB binder: i

C[C@@H]1CN([C@@H](C)CO)C(=O)Cc2cc(NC(=O)C3CC3)ccc2O[C@H]1CN(C)Cc1ccc2c(c1)OCO2
  NFkB binder: i

O=C(Cn1cnc2ccccc2c1=O)Nc1ccc(S(=O)(=O)N2CCCC2)cc1
  NFkB binder: i

Cc1noc(C)c1NC(=O)Nc1ccc2c(c1)C(=O)N([C@@H](C)CO)C[C@@H](C)[C@@H](CN(C)C)O2
  NFkB binder: i

C[C@H](CO)N1C[C@H](C)[C@H](CN(C)S(=O)(=O)c2cccs2)OCCCC[C@H](C)Oc2ccc(N(C)C)cc2C1=O
  NFkB binder: i

C[C@@H]1CN([C@@H](C)CO)C(=O)CCCn2nncc2CO[C@H]1CN(C)S(=O)(=O)c1ccc2ccccc2c1
  NFkB binder: i

C[C@@H]1CN([C@@H](C)CO)C(=O)c2cccc(NS(=O)(=O)c3cccs3)c2O[C@@H]1CN(C)Cc1ccc(Cl)c(Cl)c1
  NFkB binder: i

CC(C)NC(=O)Nc1ccc2c(c1)C(=O)N([C@@H](C)CO)C[C@H](C)[C@H](CN(C)C(=O)CCC(F)(F)F)OCCCC[C@@H](C)O2
  NFkB binder: i

COC(=O)CSc1nnc(-c2ccc(Cl)cc2)n1-c1ccc(Br)cc1
  NFkB binder: i

CCCN(C)C[C@H]1OCCCC[C@@H](C)Oc2ccc(N(C)C)cc2C(=O)N([C@H](C)CO)C[C@H]1C
  NFkB binder: i

C[C@H]1CN([C@@H](C)CO)C(=O)c2cccc(NC(=O)c3ccc(-c4nccs4)cc3)c2O[C@@H]1CN(C)Cc1ccc(Oc2ccccc2)cc1
  NFkB binder: i

Cc1noc(C)c1S(=O)(=O)Nc1ccc2c(c1)C(=O)N([C@@H](C)CO)C[C@H](C)[C@@H](CN(C)C(=O)CCC(F)(F)F)OCCCC[C@H](C)O2
  NFkB binder: i

CNC[C@H]1OCCCC[C@@H](C)Oc2ccc(NC(=O)NC(C)C)cc2C(=O)N([C@H](C)CO)C[C@@H]1C
  NFkB binder: i

C[C@H]1CCCCO[C@H](CN(C)C(=O)C2CCCCC2)[C@@H](C)CN([C@@H](C)CO)C(=O)c2cc(NC(=O)c3ccncc3)ccc2O1
  NFkB binder: i

CC(C)(C)c1cc(C(=O)CSc2nc3ccccc3[nH]2)cc(C(C)(C)C)c1O
  NFkB binder: i

C[C@@H]1CN([C@@H](C)CO)C(=O)Cc2cc(NC(=O)CCCCCC(=O)Nc3ccccc3N)ccc2O[C@H]1CN(C)Cc1ccccc1
  NFkB binder: i

CNC[C@@H]1OCCCC[C@H](C)Oc2ccc(NC(=O)Nc3ccc4c(c3)OCO4)cc2C(=O)N([C@@H](C)CO)C[C@@H]1C
  NFkB binder: i

Cc1nnc(SCC(=O)Nc2ccc(Oc3ccccc3)cc2)s1
  NFkB binder: i

Cc1noc(C)c1NC(=O)Nc1ccc2c(c1)C(=O)N([C@@H](C)CO)C[C@H](C)[C@H](CN(C)CC1CC1)O2
  NFkB binder: i

COc1ccc(NC(=O)N(C)C[C@@H]2OCCCC[C@@H](C)Oc3ccc(N(C)C)cc3C(=O)N([C@H](C)CO)C[C@@H]2C)cc1
  NFkB binder: i

C[C@H]1CN([C@@H](C)CO)C(=O)c2cc(NC(=O)C3CC3)ccc2O[C@H]1CN(C)C(=O)Nc1cccc2ccccc12
  NFkB binder: i

COc1cc([C@@H]2C3C=C([C@H]4Oc5cc(O)cc(O)c5C(=O)[C@@H]4O)[C@H]4[C@@H]2COC4(O)C3=O)ccc1O
  NFkB binder: i

C[C@@H]1CN([C@H](C)CO)C(=O)Cc2cc(NC(=O)CCN3CCOCC3)ccc2O[C@H]1CN(C)S(=O)(=O)c1cn(C)cn1
  NFkB binder: i

Cc1ccc(S(=O)(=O)Nc2ccc3c(c2)C(=O)N([C@H](C)CO)C[C@H](C)[C@@H](CN(C)C(=O)Nc2c(C)noc2C)OCCCC[C@@H](C)O3)cc1
  NFkB binder: i

C[C@@H]1CN([C@@H](C)CO)C(=O)c2cc(NC(=O)Nc3cccc4ccccc34)ccc2O[C@@H]1CN(C)C
  NFkB binder: i

C[C@@H]1CN([C@@H](C)CO)C(=O)c2cccc(NC(=O)Nc3cccc4ccccc34)c2O[C@H]1CN(C)S(=O)(=O)c1cccs1
  NFkB binder: i

Retrieved one by one from the entries so far, four records:
Cc1noc(C)c1NC(=O)Nc1cccc2c1O[C@@H](CN(C)C)[C@H](C)CN([C@H](C)CO)C2=O
  NFkB binder: i

COc1cc([C@@H]2C3C=C([C@H]4Oc5cc(O)cc(O)c5C(=O)[C@@H]4O)[C@H]4[C@@H]2COC4(O)C3=O)ccc1O
  NFkB binder: i

C[C@@H]1CN([C@@H](C)CO)C(=O)c2cc(NC(=O)Nc3cccc4ccccc34)ccc2O[C@@H]1CN(C)C
  NFkB binder: i

C[C@@H]1CN([C@@H](C)CO)C(=O)c2cccc(NC(=O)Nc3cccc4ccccc34)c2O[C@H]1CN(C)S(=O)(=O)c1cccs1
  NFkB binder: i

Later entries:
C[C@@H]1CN([C@@H](C)CO)C(=O)c2cccc(NS(=O)(=O)c3ccc(Cl)cc3)c2O[C@@H]1CN(C)S(=O)(=O)c1cn(C)cn1
  NFkB binder: i

O=C(NCCN1CCOCC1)C1COc2ccccc2O1 (configuration not stated)
  NFkB binder: i

C[C@H](CO)N1C[C@H](C)[C@@H](CN(C)S(=O)(=O)c2cn(C)cn2)Oc2c(NC(=O)Nc3cccc4ccccc34)cccc2C1=O
  NFkB binder: i

CC(C)NC(=O)Nc1ccc2c(c1)C(=O)N([C@@H](C)CO)C[C@@H](C)[C@@H](CN(C)C(=O)Nc1ccc(F)cc1)OCCCC[C@@H](C)O2
  NFkB binder: i

C[C@H](CO)N1C[C@H](C)[C@H](CN(C)Cc2ccc3c(c2)OCO3)Oc2c(NS(=O)(=O)c3cccs3)cccc2C1=O
  NFkB binder: i

COc1ccccc1-c1nnc(SCC(=O)Nc2ccccc2)o1
  NFkB binder: i

CC(=O)OC1CC2(C)C3CC=C4C(CC(O)C(O)C4(C)C)C3(C)CCC2(C)C1C(C)(O)C(=O)CCC(C)(C)O (configuration not stated)
  NFkB binder: i

C[C@H]1CN([C@@H](C)CO)C(=O)c2cc(NC(=O)NC3CCCCC3)ccc2O[C@@H]1CN(C)Cc1ccncc1
  NFkB binder: i

C[C@H](CO)N1C[C@H](C)[C@@H](CN(C)C(=O)Nc2ccc(F)cc2)Oc2ccc(NC(=O)Cn3cnnn3)cc2C1=O
  NFkB binder: i

C[C@@H]1CN([C@H](C)CO)C(=O)c2cc(NC(=O)Nc3cccc4ccccc34)ccc2O[C@H]1CN(C)C(=O)Nc1ccc2c(c1)OCO2
  NFkB binder: i

CC(C)NC(=O)Nc1ccc2c(c1)C(=O)N([C@@H](C)CO)C[C@H](C)[C@H](CN(C)S(=O)(=O)c1cccs1)OCCCC[C@@H](C)O2
  NFkB binder: i

CC(C)NC(=O)N(C)C[C@H]1Oc2ccc(NC(=O)Nc3ccccc3)cc2C(=O)N([C@@H](C)CO)C[C@H]1C
  NFkB binder: i

C[C@@H]1CCCCO[C@H](CN(C)C(=O)c2ccccc2)[C@@H](C)CN([C@@H](C)CO)C(=O)c2cc(NC(=O)c3ccccc3)ccc2O1
  NFkB binder: i

C[C@H](CO)N1C[C@H](C)[C@H](CN(C)C(=O)Nc2ccc(C(F)(F)F)cc2)Oc2ccc(NC(=O)Nc3ccc4c(c3)OCO4)cc2C1=O
  NFkB binder: i

CNC[C@@H]1Oc2ccc(NS(=O)(=O)c3c(C)noc3C)cc2CC(=O)N([C@H](C)CO)C[C@@H]1C
  NFkB binder: i

C[C@@H]1CCCCO[C@H](CN(C)C(=O)CCC(F)(F)F)[C@@H](C)CN([C@H](C)CO)C(=O)c2cc(N(C)C)ccc2O1
  NFkB binder: i

Cc1noc(C)c1NC(=O)N(C)C[C@@H]1Oc2ncc(C#CCN(C)C)cc2C(=O)N([C@H](C)CO)C[C@@H]1C
  NFkB binder: i

Cc1noc(C)c1S(=O)(=O)Nc1ccc2c(c1)CC(=O)N([C@H](C)CO)C[C@@H](C)[C@H](CN(C)C(=O)Nc1ccccc1)O2
  NFkB binder: i

C[C@@H]1CN([C@@H](C)CO)C(=O)c2cccc(N(C)C)c2O[C@H]1CN(C)S(=O)(=O)c1ccccc1
  NFkB binder: i

Cc1cnn(CCCNC(=O)NC23CC4CC(CC(C4)C2)C3)c1
  NFkB binder: i

Nc1nc2ccc(Cl)cc2c2nc(-c3ccco3)nn12
  NFkB binder: i

C[C@@H]1CCC2C(C)(C)[C@H](O)CC[C@]2(C)[C@@]12Cc1c(O)cc3c(c1O2)CNC3=O (some centres not stated)
  NFkB binder: i

O=C(Oc1cc(OC(=O)c2ccccc2)c2c(c1)O[C@H](c1ccc(OC(=O)c3ccccc3)c(OC(=O)c3ccccc3)c1)[C@@H](OC(=O)c1ccccc1)C2)c1ccccc1
  NFkB binder: i

CC(O)Cn1cnc2c1c(=O)n(C)c(=O)n2C (configuration not stated)
  NFkB binder: i

Cc1sc2nc(SCC(=O)c3cccs3)n(Cc3ccco3)c(=O)c2c1C
  NFkB binder: i

CCC(=O)NC(c1cccc([N+](=O)[O-])c1)c1c(O)ccc2ccccc12 (configuration not stated)
  NFkB binder: i

C[C@@H]1CN([C@H](C)CO)C(=O)CCCn2cc(nn2)CO[C@H]1CN(C)C(=O)Nc1ccc(N2CCCCC2)cc1
  NFkB binder: i

C[C@@H]1CN([C@H](C)CO)C(=O)c2cc(NC(=O)Nc3ccccc3)ccc2O[C@@H](C)CCCCO[C@H]1CN(C)C(=O)Cc1ccccc1
  NFkB binder: i

C=CCc1ccc(O[C@@H]2O[C@H](CO[C@@H]3O[C@@H](C)[C@H](O)[C@@H](O)[C@H]3O)[C@@H](O)[C@H](O)[C@H]2O)c(O)c1
  NFkB binder: i

C[C@H]1CN([C@@H](C)CO)C(=O)c2cc(NC(=O)Nc3ccccc3)ccc2O[C@@H]1CN(C)Cc1ccncc1
  NFkB binder: i

CCCN(CCc1ccccc1)C1CCc2c(O)cccc2C1 (configuration not stated)
  NFkB binder: i

Cc1noc(C)c1NC(=O)Nc1cccc2c1O[C@@H](CN(C)Cc1ccc3c(c1)OCO3)[C@H](C)CN([C@@H](C)CO)C2=O
  NFkB binder: i

COc1ccc(F)cc1S(=O)(=O)N1CCCN(S(=O)(=O)c2cc(F)ccc2OC)CC1
  NFkB binder: i

C[C@H](CO)N1C[C@H](C)[C@H](CN(C)C(=O)CCC(F)(F)F)OCCCC[C@H](C)Oc2ccc(NS(C)(=O)=O)cc2C1=O
  NFkB binder: i

Nc1ccc(-c2nc3ccc(-c4nc5ccc(N)cc5[nH]4)cc3[nH]2)cc1
  NFkB binder: i

C[C@@H]1CCCCO[C@@H](CN(C)S(=O)(=O)c2cn(C)cn2)[C@H](C)CN([C@@H](C)CO)C(=O)c2cc(NC(=O)c3ccccc3)ccc2O1
  NFkB binder: i

Cc1ccc(S(=O)(=O)N2CCN(C(=O)CSc3nnc4sc5ccccc5n34)CC2)cc1
  NFkB binder: i

COc1ccc(CN(C)C[C@@H]2Oc3ccc(NC(=O)c4ccncc4)cc3CC(=O)N([C@H](C)CO)C[C@@H]2C)cc1
  NFkB binder: i

C[C@@H]1CN([C@@H](C)CO)C(=O)c2cccc(NC(=O)c3ccncc3)c2O[C@H]1CN(C)S(=O)(=O)c1cn(C)cn1
  NFkB binder: i

CCCN(C)C[C@H]1OCCCC[C@@H](C)Oc2ccc(NS(=O)(=O)c3ccccc3)cc2C(=O)N([C@H](C)CO)C[C@H]1C
  NFkB binder: i

C[C@H]1CN([C@@H](C)CO)C(=O)c2cccc(NC(=O)Nc3cccc4ccccc34)c2O[C@H]1CN(C)C(=O)Nc1ccc(C(F)(F)F)cc1
  NFkB binder: i

CC(C)CNC(=O)C(=O)NCc1ccccn1
  NFkB binder: i

COc1ccc(Cl)cc1NC(=O)COc1ccccc1OC
  NFkB binder: i

O=C(COc1ccccc1)Nc1ccc2nn(-c3ccc(Cl)cc3)nc2c1
  NFkB binder: i

COc1ccccc1Nc1nc(N)nc(CSc2ncccn2)n1
  NFkB binder: i

Cc1noc(C)c1S(=O)(=O)Nc1ccc2c(c1)C(=O)N([C@H](C)CO)C[C@@H](C)[C@@H](CN(C)C(=O)Nc1ccccc1)OCCCC[C@@H](C)O2
  NFkB binder: i

C[C@@H]1CN([C@H](C)CO)C(=O)c2cccc(NC(=O)c3ccncc3)c2O[C@H]1CN(C)C
  NFkB binder: i

C[C@@H]1CCCCO[C@H](CN(C)Cc2ccncc2)[C@@H](C)CN([C@@H](C)CO)C(=O)c2cc(NC(=O)c3ccncc3)ccc2O1
  NFkB binder: i

C[C@@H]1CN([C@@H](C)CO)C(=O)Cc2cc(NC(=O)c3ccncc3)ccc2O[C@@H]1CN(C)C(=O)Nc1ccccc1
  NFkB binder: i

C[C@@H]1CN([C@@H](C)CO)C(=O)c2cc(NC(=O)Nc3ccc4c(c3)OCO4)ccc2O[C@@H](C)CCCCO[C@H]1CN(C)Cc1ccncc1
  NFkB binder: i

C[C@@H]1CN([C@H](C)CO)C(=O)c2cc(NS(=O)(=O)c3cn(C)cn3)ccc2O[C@@H](C)CCCCO[C@@H]1CN(C)C
  NFkB binder: i

CC(C)NC(=O)N(C)C[C@H]1OCCCC[C@@H](C)Oc2ccc(NC(=O)CCCN(C)C)cc2C(=O)N([C@@H](C)CO)C[C@H]1C
  NFkB binder: i

COc1ccc(NC(=O)c2ccccc2OCC(=O)Nc2cccc(C)c2C)c(C)c1
  NFkB binder: i

O=C(CNS(=O)(=O)c1ccccc1)Nc1cccc([N+](=O)[O-])c1
  NFkB binder: i

O=C(O)CCNC(=O)c1cncc(Br)c1
  NFkB binder: i
